High-throughput results from PubChem BioAssay.
KB-V1 MDR tox: KB-V1 MDR subline cytotoxicity; KB-V1 MDR cells viability, CellTiter-Glo, 72 h; Potency, µM (doses to about 46.1 µM), for inactives: at the highest dose activity change, negative = cytotoxicity, hits mostly cytotoxic; 3.4% of 400,000 active; AID 1347076; further: nearly all actives have a fitted effect of over 60% in size
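In this primary screen, KB-V1 cells overexpressing P-gp are incubated with library compounds (lowest to highest concentration) for 72 h at 37 degrees C before a luminescent ATP viability read.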
KB-3-1 tox: KB-3-1 parental cell cytotoxicity; KB-3-1 viability, CellTiter-Glo ATP luminescence, 72 h; Potency, µM (top dose mostly 46.1 µM), for the others: at the top dose activity change, negative = cytotoxic, actives largely listed as cytotoxic; 1.4% of 400,000 active; further: nearly all actives have a fitted effect of over 60% in size
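Screening of KB-3-1 cells (DMEM, 10% FBS, phenol-red free) ran from lowest to highest compound concentration; after 72 h at 37 °C viability was read luminescently and curves fitted.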
The depositor's hits bear a star; ? = inconclusive. The call rests on the fitted dose curve; in most records, active means well fitted cell-killing curve with a large enough effect; inconclusive means small, poorly fitted or top-dose-only effect, or effect the other way; inactive means flat fitted curve, though single readings scatter. On the % scale 0 is the no-effect control and ±100 the full control effect; potency means the concentration at half of the fitted maximal effect.

Preview:
SMILES | KB-V1 MDR tox | KB-3-1 tox
NC(=O)Nc1ccc(/C=C/c2ccnc3ccccc23)cc1 | 39.4% | -7.1%
O=S1(=O)CCOC[C@H](c2ccccc2)N1Cc1ccc(Cl)c(Cl)c1 | -27.5% | ?
O=C(c1cnn2c1NC(=C1CC1)C=C2C(F)F)N1CCc2ccccc21 | -0.4% | ?
O=C(C[N+]1(CC(O)c2ccccc2)CCOCC1)c1ccccc1 (stereo not given) | 4.1% | 8.9%
CO[C@H]1O[C@@H]2O[C@@]3(C)CC[C@@H]4[C@@H](C)CC[C@@H]([C@H]1C)[C@@]24OO3 | 15.3% | 0.0%
COc1ccc(C2Nc3ccccc3C(=O)N2Cc2ccco2)cc1COc1c(C)cccc1C (stereo not given) | -1.0% | 16.4µM*
O=C(NCCCc1nc2ccccc2n1CCOc1ccccc1)C1CCCCC1 | 10.5% | 6.9%

Main list, from the first entry:
SMILES | KB-V1 MDR tox | KB-3-1 tox
NC(=O)Nc1ccc(/C=C/c2ccnc3ccccc23)cc1 | 39.4% | -7.1%
O=S1(=O)CCOC[C@H](c2ccccc2)N1Cc1ccc(Cl)c(Cl)c1 | -27.5% | ?
O=C(c1cnn2c1NC(=C1CC1)C=C2C(F)F)N1CCc2ccccc21 | -0.4% | ?
O=C(C[N+]1(CC(O)c2ccccc2)CCOCC1)c1ccccc1 (stereo not given) | 4.1% | 8.9%
CO[C@H]1O[C@@H]2O[C@@]3(C)CC[C@@H]4[C@@H](C)CC[C@@H]([C@H]1C)[C@@]24OO3 | 15.3% | 0.0%
COc1ccc(C2Nc3ccccc3C(=O)N2Cc2ccco2)cc1COc1c(C)cccc1C (stereo not given) | -1.0% | 16.4µM*
O=C(NCCCc1nc2ccccc2n1CCOc1ccccc1)C1CCCCC1 | 10.5% | 6.9%
COc1cc(OC)c(/C=C/c2c3ccccc3cc[n+]2C)c(OC)c1 | -8.0% | ?
COc1cc2nc(CC(O)c3nc4cc(OC)c(OC)cc4[nH]3)[nH]c2cc1OC (stereo not given) | 1.6% | 4.8%
C=C1C=C(C(F)F)n2ncc(C(=O)Nc3ccc(Br)cc3C(F)(F)F)c2N1 | 0.0% | 0.0%
COc1cc(OC)c(OC)cc1/C=c1\[nH]c(=O)/c(=C/c2cc(OC)c(OC)cc2OC)[nH]c1=O | -4.9% | ?
COc1ccc(N2CCN(C(=S)Nc3cc(C)ccn3)CC2)cc1 | 0.0% | 18.9%
Cc1ccc2[nH]cc(C(O)c3c[nH]c4ccc(C)cc34)c2c1 | -3.9% | -4.5%
Cc1ccc2nc3sc(C(=O)NCc4ccco4)cc3cc2c1 | 12.9% | 16.9%
c1ccc2c(c1)CCCN2 | 1.6% | -22.8%
Nc1ncnc2nnsc12 | -6.1% | 44.0%
Ic1ccc(/C=C2\C=Cc3ccccc32)cc1 | -7.5% | -0.8%
Cc1c(CCO)sc[n+]1CC(=O)c1ccccc1 | 8.6% | 19.4%
O=C(C[n+]1c(Cl)cc(Cl)c2ccccc21)c1ccccc1 | -17.5% | 0.8%
N#Cc1ccc(/C=C2\C=Cc3ccccc32)cc1 | ? | ?
CCNc1ccc(/C=C/c2ccnc3ccccc23)cc1 | -15.8% | ?
c1cnc2[nH]ccc2c1 | 2.6% | 11.5%
CN(C)/C=N/c1nc2c(ncn2C2CC(O)C(CO)O2)c(=O)[nH]1 (stereo not given) | 4.0% | 7.1%
CCOC(=O)c1c2c(n3ccccc13)C(=O)c1ccccc1C2=O | 21.0% | 3.8%
Cc1ccc(S(=O)(=O)N2CCN(c3nc(-c4ccccc4)nc4ccccc34)CC2)cc1 | 0.0% | ?

Next section:
SMILES | KB-V1 MDR tox | KB-3-1 tox
CS(=O)(=O)c1ccc(C(=O)OCC(=O)NCC2CCCO2)cc1[N+](=O)[O-] (stereo not given) | 6.5% | 0.8%
Clc1nccc2c1ccc1ccccc12 | -9.7% | 0.0%
c1coc(CNc2ncnc3c2[nH]c2ccccc23)c1 | -7.8% | ?
CC(C)c1ccc(NC(=O)CSc2nnc(-c3ccccc3)n2C)cc1 | 0.0% | 27.6%
CCN(c1ccccc1)c1nc(N)nc(C#N)n1 | 24.5% | 7.3%
Cc1ccccc1OCC(=O)Nc1cc(C)c(O)c(-c2nc3ccccc3o2)c1 | 2.4% | 0.0%
CNc1ccc(/C=C2\C=Cc3ccccc32)cc1OC | -8.9% | ?
COc1cc(/C=C/c2ccnc3ccccc23)cc(OC)c1OC | ? | ?
CN(C)c1ccc(/C=C2\C(=O)Nc3ccccc32)cc1 | 18.8% | 17.0%
COc1ccccc1C1NC(c2ccc3c(c2)OCO3)=CC(c2cc(Cl)ccc2O)N1 (stereo not given) | 0.0% | 15.5%
CCCCN(CCCC)c1ccc(C=Nc2ccc(/C=C/c3ccnc4ccccc34)cc2)cc1C | 23.1µM* | ?
CCOc1ccc(/C=C/c2cc[n+](C)c3ccccc23)cc1OCC | 41.9% | ?
Nc1ccc(Cc2ccc(C=O)cc2)cc1 | 9.2% | 19.0%
ClC(=Nc1cccc2ccccc12)N(c1ccccc1)c1ccccc1 | 10.4% | 0.8%
COc1cc(-c2ccc3ncnc(N(C)Cc4csc(C)n4)c3c2)cc(OC)c1OC | ? | ?
O=C(Cc1ccc(-c2ccccc2)cc1)NO | -11.7% | ?
NC(=O)C(OC(=O)CNC(=O)C1CCCCC1)c1ccccc1 (stereo not given) | 3.1% | ?
CN(C)c1ccc(C=Nc2ccc(/C=C/c3ccnc4ccccc34)cc2)cc1 | -1.5% | -14.7%
Cc1cccc2[nH]cc(/C=C3/C=Nc4ccccc43)c12 | -6.5% | -1.9%
C=C(/C=C/c1ccc(N(C)C)cc1)c1nc2ccccc2s1 | ? | -75.7%
C(=C\c1ccnc2ccccc12)/c1ccc2c(c1)OCO2 | 26.1% | 14.3%
CCCCNC(=O)[C@@H]1CC=C[C@@H]2CCN(Cc3ccccc3)C(=O)[C@@H]21 | -22.7% | 13.4%
CC(C)(C)OC(=O)NS(=O)(=O)NOCc1ccccc1 | 1.5% | 5.6%
O=C1c2ccccc2C(=O)N1c1ccc(S(=O)(=O)N2CCOCC2)c2ccccc12 | 17.2% | ?
O=S1(=O)N=C(Oc2ccccc2Br)c2ccccc21 | -14.9% | -18.3%

Reformatted in CSV form: 2 of the compounds above
canonical_smiles,KB-V1 MDR tox,KB-3-1 tox
CNc1ccc(/C=C2\C=Cc3ccccc32)cc1OC,-8.9%,?
COc1cc(/C=C/c2ccnc3ccccc23)cc(OC)c1OC,?,?

Further records
SMILES | KB-V1 MDR tox | KB-3-1 tox
C[C@H](NC(=O)OC(C)(C)C)C(=O)c1ccco1 | -4.3% | 3.3%
CC(=O)Nc1ccc(/C=C/c2nc3ccccc3s2)cc1 | 24.6% | -19.4%
O=c1[nH]c(=S)[nH]c2nc[nH]c12 | ? | 0.6%
CN(C)C(=O)COc1ccccc1C(=O)OCC(=O)Nc1ccc(Oc2ccc(Br)cc2)cc1 | 0.0% | -2.7%
CCOc1ccc(NC(=O)c2nc(S(=O)(=O)Cc3ccccc3C)ncc2Cl)cc1 | 0.0% | ?
CC(=O)N(C)c1ccc(/C=C2\C=Cc3ccccc32)cc1 | -1.1% | -17.3%
CC1(C)CC(=O)C2=C(C1)NC(Nc1nc3ccccc3o1)=NC2c1cccnc1 (stereo not given) | 0.0% | 26.0%
Clc1ccc(Nc2nc(NCc3ccco3)nc3nccnc23)cc1 | ? | ?
CNc1ccc(C=C2C=CC=C2)cc1 | -1.2% | 15.4%
COc1ccc(C(=O)NC(c2ccco2)c2cc(Cl)c3cccnc3c2O)cc1 (stereo not given) | ? | -12.7%
CCOc1ccc(NC(=O)COC(=O)c2ccccc2OCC(=O)N(C)C)cc1 | 0.0% | ?
Cc1cc(Br)ccc1NC(=O)COC(=O)c1ccccc1OCC(=O)N(C)C | 0.0% | ?
CCCN1C(=O)c2ccccc2NC1c1ccc(OC)c(COc2cccc(OC)c2)c1 (stereo not given) | -3.0% | ?
CCCCN(CCC#N)c1ccc(/C=C/c2ccnc3ccccc23)cc1 | 18.4µM* | ?
O=C1CC(c2ccccc2)Cc2[nH]c(=O)c(C(=O)O)cc21 (stereo not given) | ? | ?
CCNc1nc(C#N)nc(N2CCOCC2)n1 | 24.5% | 0.0%
Cc1cc2c(cc1C)N[C@]1(C[C@H]3CCCC(=O)N4CC[C@@H](C1)[C@@H]34)C(=Nc1ccccc1C)N2 | -14.3% | -0.5%
CNC(=O)c1ccc2nc(-c3cccc(C)c3)c(-c3cccc(C)c3)nc2c1 | 16.0% | 7.3%
COc1cc(OC)c(/C=C/c2nccc3ccccc23)c(OC)c1 | -15.3% | ?
O=C1COc2ccc(-c3csc(-c4ccc(F)cc4)n3)cc2N1 | -14.0% | -7.9%
CCOC(=O)c1ccc(CNc2ncnc3nc[nH]c23)cc1 | 0.0% | 0.0%
Cc1ccc2oc(-c3ccc(C)c(NC(=O)COc4ccc(Cl)cc4C)c3)nc2c1 | 15.8% | ?
CN(C)c1ccc(C2=Cc3ccccc3C2)cc1 | -5.0% | ?
COc1ccc(CN2CC[C@H]3C=CC[C@@H](C(=O)NCc4cccnc4)[C@H]3C2=O)cc1OC | -11.4% | 16.8%
N#Cc1nc(N2CCCC2)nc(N(c2ccccc2)c2ccccc2)n1 | 0.0% | 3.2%

Compound profiles (already shown).
Listed for CCOc1ccc(NC(=O)c2nc(S(=O)(=O)Cc3ccccc3C)ncc2Cl)cc1 : KB-V1 MDR tox = 0.0%; KB-3-1 tox = ?
Listed for CNc1ccc(C=C2C=CC=C2)cc1 : KB-V1 MDR tox = -1.2%; KB-3-1 tox = 15.4%

(continued)
SMILES | KB-V1 MDR tox | KB-3-1 tox
O=C(O)c1ccc2c(ccc3nn(-c4ccc(/C=C/c5ccc(-n6nc7ccc8cc(C(=O)O)ccc8c7n6)cc5[S+](=O)([O-])[O-])c([S+](=O)([O-])[O-])c4)nc32)c1 | -1.5% | 29.1%
C=C1C=C(C(F)F)n2ncc(C(=O)Nc3ccc(N(CC)CC)cc3)c2N1 | 0.0% | ?
CN(C)C1CCC(CC2CCc3ccccc32)CC1 (stereo not given) | 4.6% | 2.0%
O=C(C[n+]1ccccc1)c1cccc([N+](=O)[O-])c1 | 1.4% | -9.9%
CC(=O)n1cc(C=O)c2ccccc21 | ? | ?
O=Cc1ccc(CS)cc1 | -4.7% | 25.1%
OC(C[n+]1cccc(Br)c1)c1ccccc1 (stereo not given) | ? | ?
COc1cc(N(C)C)c(OC)cc1/C=C/c1ccnc2ccccc12 | 0.0% | 0.0%
C=C1C=C(C)n2ncc(C(=O)Nc3ccc(NC(C)=O)c(Cl)c3)c2N1 | 15.6% | ?
N#Cc1nc(-c2ccc(OCc3ccccc3Cl)cc2)oc1N1CCCCCC1 | 0.0% | 14.8%
CC1(C)OC(=O)C2(Cc3cc(C(F)(F)F)ccc3N3CCCCC32)C(=O)O1 (stereo not given) | ? | 27.7%
O=C(Nc1cc(F)ccc1F)c1cnn2c1NC(=C1CC1)C=C2C(F)F | ? | -20.5%
Cc1[nH]c2ccccc2c1/C=C/c1ccc2ccccc2n1 | ? | 7.3%
COc1cccc(/C=C/c2cnc3ccccc3n2)c1OC | 2.5% | 16.2%
COc1cc2c(NC3CCN(C)CC3)nc(N3CCCN(C)CC3)nc2cc1OCCCCCN(C)C | 4.0% | ?
NC(=O)C1CCN(c2ncc(-c3ccc(Cl)cc3)s2)CC1 | 13.3% | -4.4%
CCCCc1ccc(C(=O)COC(=O)c2ccc3nc(C)c(C)nc3c2)cc1 | 50.6% | ?
CN(Cc1ccccc1)c1ccc(/C=C/c2ccnc3ccccc23)cc1 | -10.1% | -20.7%
O=C(NCCCc1nc2ccccc2n1CCCOc1ccccc1)C1CCCCC1 | ? | -18.6%
CCNc1ccc(/C=C2\C=Cc3ccccc32)cc1 | -14.5% | 3.4%
CCCCn1cnc2c(=O)[nH]c(N)nc21 | -15.6% | 14.3%
O=C(CC(NC(=O)c1ccccc1)c1ccccc1)OCc1nc(-c2cccc(Cl)c2)no1 (stereo not given) | 0.0% | ?
CC(c1ccc(N(C)C)cc1)c1ccnc2ccccc12 (stereo not given) | -26.7% | ?
CCn1c2ccccc2c2cc(/C=C3/C=Cc4ccccc43)ccc21 | ? | ?
C(=C\c1nc2ccccc2o1)/c1ccc2c(c1)OCO2 | 0.0% | -57.0%
Cc1ccc(B(O)O)cc1 | -9.3% | -11.7%
COc1nc(C#N)nc(N2CCCCC2)n1 | 0.0% | ?
NC(=O)C1CCN(c2ncc(-c3cccc(N4CCCCC4)c3)s2)CC1 | 0.2% | -1.1%
CN(C)c1ccc(/C=C/c2ccnc3ccc(F)cc23)cc1 | -29.2% | -4.6%

A few values from the list.
KB-V1 MDR tox result of `NC(=O)C1CCN(c2ncc(-c3ccc(Cl)cc3)s2)CC1` = 13.3%
KB-3-1 tox result of `O=C(Nc1cc(F)ccc1F)c1cnn2c1NC(=C1CC1)C=C2C(F)F` = -20.5%
KB-V1 MDR tox result of `C=C1C=C(C)n2ncc(C(=O)Nc3ccc(NC(C)=O)c(Cl)c3)c2N1` = 15.6%
KB-3-1 tox result of `O=Cc1ccc(CS)cc1` = 25.1%
KB-V1 MDR tox result of `CC(c1ccc(N(C)C)cc1)c1ccnc2ccccc12` (stereo not given) = -26.7%
KB-V1 MDR tox result of `COc1cccc(/C=C/c2cnc3ccccc3n2)c1OC` = 2.5%

Not all compounds are listed. The share of hits here may be higher or lower than overall.
